Screening results from PubChem.
PGC1a acetyl inh: inhibitors of PGC1a acetylation signal, primary screen, cell-based, U2OS, AlphaScreen, inhibitor mode | AlphaScreen anti-acetyl-lysine; with virally co-expressed GCN5 acetyltransferase | inhibition, % at 15.6 µM | 350,000 compounds, 0.17% hits | AID 651687, 2012;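 active means every replicate shows inhibition of at least 40%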;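 further: 0% = neutral control wells and 100% = positive control wells; some results beyond the cut were filed as inactive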
F508del corr: F508del CFTR correction, initial screen, CFBE line, single point. CFBE cells, YFP halide quenching; stimulated with forskolin plus potentiator P3; % fluorescence drop versus neutral controls. activity (quench increase), % at 7.58 µM. 350,000 compounds, 0.36% hits. AID 720511, 2013;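 active means mean added fluorescence quench of at least 8% versus neutral control, with both replicates also reaching 8%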;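 further: cells transiently co-express mutant CFTR-F508del with the halide-sensitive YFP; corrector assay measuring rescue of mutant channel to the surface after 24 h compound exposure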
GSIS activator: GLuc luminescence reporter in INS-1E cells, primary screen for activators of glucose-dependent secretion of insulin; INS-1E GLuc reporter insulin secretion, 2-3 h; activation, % at 16.6 µM; 370,000 compounds, 0.61% hits;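 active means lowest replicate activation of at least 40%, so every replicate reaches that level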;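 further: 0% = median of neutral control wells and 100% = median of IBMX positive control wells; some compounds called inactive have numbers as strong as hits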
Cneo AK release: Cryptococcus neoformans cell lysis inducers, primary screen, AK release luminescence, single concentration; C. neoformans lysis, adenylate kinase release luminescence, 4 h; normalised: neutral wells 0, clomiphene wells 100; lysis activity, % at 15 µM; 360,000 compounds, 0.2% hits; AID 651654, 2012;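 active means mean lysis activity across replicates of at least 80%, whatever share of replicates individually reach that level; inactive means mean lysis activity below 80%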
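Material: C. neoformans cells | Amount: Yeast cell density of 5 × 10^6 cells/mL | Medium: Fresh YPD growth medium | Dosing: Single dose | Times: Static 4 h at 37 °C with compound, 1 h detection | Detection: AK luminescence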
PglD DTNB: C. jejuni PglD acetyltransferase inhibitors, primary screen, biochemical, DTNB colorimetric, single point | purified PglD enzyme, DTNB colorimetric CoA detection | inhibition, % at 12.5 µM | 360,000 compounds, 0.098% hits | AID 602405, 2012; in the data active means inhibition above about 16%, passing the limit was not always enough; further: strong numbers were not always called active
miR122 inh: miR-122 Renilla sensor signal increase in Huh7, primary screen, miR-122 inhibitor project, cell-based, single point, plate reader | Huh7 miR-122 Renilla luciferase sensor, 48 h; neutral wells = 0, positive control = 100 | activation (reporter increase), % at 12.5 µM | 340,000 compounds, 0.3% hits | AID 602342, 2012;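 active means mean replicate activation score at least 90 and every replicate individually at or above 90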;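 further: higher luciferase means less miR-122 activity so hits act as miR-122 inhibitors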
FN deposit inh: inhibitors of fibronectin matrix deposition, primary screen, AH1F cells, Alexa488-fibronectin fluorescence, plate reader. AID 743247, 2014. inhibition, % at 12.6 µM. 350,000 compounds, 0.086% hits. AH1F fibroblasts, overnight;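 active means mean inhibition across replicates of 30% or more, regardless of how many single replicates reach that level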;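 further: positive control wells lacked labelled fibronectin entirely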
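material = AH1F fibroblast monolayer depositing Alexa488-labelled fibronectin into matrix | amount = 10000 AH1F cells/well | buffer or medium = DMEM plus 2% serum, read in PBS | incubation = 1 h cell adhesion before compound, then overnight fibronectin incubation | detection = fluorescence at 485 nm excitation, 525 nm emission | evaluation = percent inhibition as loss of matrix-bound fibronectin fluorescence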
C2C12 statin: suppressors of statin myotoxicity in C2C12 myotubes, primary screen, cell-based, single point, plate reader; C2C12 myotubes + simvastatin, ATP luminescence, 48 h; scaled: DMSO 0, geranylgeraniol control 100; rescue of ATP level, % at 7.49 µM; 330,000 compounds, 0.78% hits; AID 602340, 2012;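 active means mean ATP rescue above about 67%, or every replicate alone reaching that limit, limit read from the data, passing the limit was not always enough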;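 further: myotubes were challenged with 10 µM simvastatin during compound exposure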
Starred values were filed as active, the others as inactive; . = not tested or not shown; [ ] = remark or other dose.

A first look, five compounds:
SMILES	PGC1a acetyl inh	F508del corr	GSIS activator	Cneo AK release	PglD DTNB	miR122 inh	FN deposit inh	C2C12 statin
CN(C)c1ccc(C(O)P(=O)(OC2CCCCC2)OC2CCCCC2)cc1 (stereo not given)	6	-0.7	-3	-1	-1	6	-14	.
Cc1ccc(C(=O)N2CCN3C(=O)c4ccccc4C23c2ccccc2)cc1 (stereo not given)	-1	-0.4	42*	.	.	.	-4	-5
Cc1nc2ccccc2c(=O)n1-c1ccc(NS(=O)(=O)c2cc(F)ccc2F)cc1	-12	0.8	29	-1	3	-6	-5	11
Cc1cc(C)cc(NC(=O)c2cccn2-c2ncc(C(F)(F)F)cc2Cl)c1	-2	.	-3	.	.	1	-2	13
Cc1noc(C)c1NC(=O)N(C)C[C@H]1OCCCC[C@H](C)Oc2ccc(NC(=O)Nc3ccc(C(F)(F)F)cc3)cc2C(=O)N([C@H](C)CO)C[C@@H]1C	8	5.1	-12	4	1	-2[16.7 µM]	15	7

Main list, repeating the preview:
SMILES	PGC1a acetyl inh	F508del corr	GSIS activator	Cneo AK release	PglD DTNB	miR122 inh	FN deposit inh	C2C12 statin
CN(C)c1ccc(C(O)P(=O)(OC2CCCCC2)OC2CCCCC2)cc1 (stereo not given)	6	-0.7	-3	-1	-1	6	-14	.
Cc1ccc(C(=O)N2CCN3C(=O)c4ccccc4C23c2ccccc2)cc1 (stereo not given)	-1	-0.4	42*	.	.	.	-4	-5
Cc1nc2ccccc2c(=O)n1-c1ccc(NS(=O)(=O)c2cc(F)ccc2F)cc1	-12	0.8	29	-1	3	-6	-5	11
Cc1cc(C)cc(NC(=O)c2cccn2-c2ncc(C(F)(F)F)cc2Cl)c1	-2	.	-3	.	.	1	-2	13
Cc1noc(C)c1NC(=O)N(C)C[C@H]1OCCCC[C@H](C)Oc2ccc(NC(=O)Nc3ccc(C(F)(F)F)cc3)cc2C(=O)N([C@H](C)CO)C[C@@H]1C	8	5.1	-12	4	1	-2[16.7 µM]	15	7
O=C(O)C1CCCCC1C(=O)NCCCc1ccccc1 (stereo not given)	0	.	.	2	4	-8	-16	0
O=C(/C=C/c1ccc(Cl)cc1)NCCCn1ccnc1	-1	.	.	-2	-8	7	.	5
CCNC(=O)C[C@@H]1CC[C@@H]2[C@@H](COc3ccc(NC(=O)c4cscn4)cc3C(=O)N2C)O1	-2	0.0	2	3	0	4[16.7 µM]	-8	-6
CCN1C(=NCc2ccc(OC)cc2)N[C@@H](CCc2ccccc2)[C@H](C(=O)NCc2ccc(OC)cc2)[C@H]1C	-5	.	.	1	0	2	.	.
Cc1cc(OC(C)C(=O)NCCCN2CCCC2=O)c2c(C)c(C)c(=O)oc2c1 (stereo not given)	-4	0.2	6	1	3	-7	-22	12
COc1cc(OC)cc(-c2sc3ccc(OC)cc3c2C#CC2(N)CCCCC2)c1	8	2.0	-16	13	-1	3	5	-31
Cc1ccc(S(=O)(=O)NC2c3cccc4cccc(c34)C2Sc2nncn2C)cc1 (stereo not given)	.	0.9	.	-1	-3	.	-1	.
CC(C)C#Cc1ccc2c(c1)O[C@@H](CN(C)C(=O)C1CCC1)[C@H](C)CN([C@@H](C)CO)S2(=O)=O	.	-5.2	-16	.	.	12[16.7 µM]	8	2
COC(=O)C1(C)NC(c2ccc(C)cc2)C2C(=O)N(c3ccc(F)cc3)C(=O)C21 (stereo not given)	6	-1.3	6	0	-7	0	1	-6
CCc1ccc(NC(=O)CN(c2ccc3c(c2)OCO3)S(=O)(=O)c2c(C)noc2C)cc1	-8	-3.7	-25	2	-2	-4	-4	15
CCn1c(SC(C)C(=O)Nc2ccc(N3CCOCC3)cc2)nnc1-c1ccco1 (stereo not given)	.	1.6	20	1	2	.	-3	.
CCN(C(=O)COC(=O)c1cccc(S(=O)(=O)N(C)C)c1)c1c(N)n(Cc2ccccc2)c(=O)[nH]c1=O	-2	1.2	9	-1	2	-1	-7	-7
Cc1ccc(Oc2ccc(NS(=O)(=O)c3cccc(C(=O)O)c3)cc2)cc1	2	0.7	.	-4	1	.	-6	3
Cc1oc2cc3oc(=O)c(CCC(=O)N4CCC(C(=O)O)(c5ccccc5)CC4)c(C)c3cc2c1C	-10	-0.2	.	-1	3	-1	.	14
CN(Cc1ccccc1)c1cc2c(c3c1ccn3C)C1CCC2O1 (stereo not given)	-5	-1.9	-2	0	-4	2	2	11
COCC#Cc1ccc2c(c1)O[C@H](CN(C)C(=O)CC1CC1)[C@@H](C)CN([C@@H](C)CO)S2(=O)=O	3	-0.9	8	-3	-4	5[16.7 µM]	-9	3
CC(=O)Nc1ccc(N2CCN(Cc3ccccc3)CC2)cc1	12	-2.0	-3	0	-1	5	4	-3
C=CCN(C)CC/C=C1\c2ccccc2CSc2ccccc21	-4	.	.	5	0	-2	7	-14
Cc1cc(NC(=O)Cn2cnc3c(cnn3C(C)(C)C)c2=O)no1	.	.	-5	1	-2	.	.	-1
O=c1cc2c(nn1Cc1ccccc1)-c1ccccc1CC2	4	-2.7	11	.	.	5	3	.
O=C1CNC(=S)N1C(CO)c1ccccc1 (stereo not given)	.	-0.7	4	-3	-1	-7	-3	7
Cc1n[nH]c(C)c1CN(C)C(=O)C1CCC(=O)N(CCc2cccc(F)c2)C1 (stereo not given)	-8	0.4	23	-1	3	-7	-3	3
CCc1csc(N2[C@@H](C#N)[C@H](c3ccc(-c4ccc(F)cc4)cc3)[C@@H]2CO)n1	-19	1.5	-11	0	1	.	2	4
O=c1[nH]c(=O)n(Cc2ccco2)c2c1C(C(F)(F)F)(C(F)(F)F)N=C(c1ccco1)N2	.	.	.	0	-3	10	.	5
CCOC(=O)C1=C(CS(=O)(=O)c2ccc(C)cc2)NC(=O)NC1c1cc(OC)c(O)c(OC)c1 (stereo not given)	-2	2.1	30	2	3	-3	-1	18

(further entries)
SMILES	PGC1a acetyl inh	F508del corr	GSIS activator	Cneo AK release	PglD DTNB	miR122 inh	FN deposit inh	C2C12 statin
Cc1ccc(-c2n[nH]c(=O)c3ccccc23)cc1S(=O)(=O)NC(C)(C)C	-11	-2.6	18	.	.	-3	-2	12
COc1ccc(CCNC2CC(C)N(C)CC2C)cc1OC (stereo not given)	0	.	33	0	-3	-1	-6	-20
Cc1cc(C)c(OCC(O)CN2CCN(c3ccccn3)CC2)c(C)c1 (stereo not given)	.	-0.9	5	4	5	21	-11	-3
O=C(c1ccco1)N1CCN(C(=O)c2oc(=O)c3ccccc3c2-c2ccccc2)CC1	0	-0.2	7	-1	6	1	4	8
O=C(NCC[C@@H]1CC[C@H](NC(=O)c2cnccn2)[C@H](CO)O1)Nc1ccc(Cl)cc1	5	0.9	-21	1	6	.	.	4
CC(C)(C)NC(=O)C(OC(=O)c1ccco1)c1ccc(Cl)cc1 (stereo not given)	-14	-1.6	14	0	0	3	-8	-15
CCOc1ccc2[nH]c3nc(SCC(=O)NC4CCCC4)nnc3c2c1	.	-0.3	-8	-7	2	.	6	21
O=C(NCCCN1CCOCC1)c1cc(Cl)ccc1Cl	-9	-3.8	4	-2	-2	-2	3	4
CNC[C@@H]1OCCCC[C@@H](C)Oc2ccc(NS(=O)(=O)c3ccc(F)cc3)cc2C(=O)N([C@@H](C)CO)C[C@H]1C	7	-3.1	0	51	5	4[16.7 µM]	-8	-36
O=C1/C(=C/c2ccncc2)CCC/C1=C\c1ccncc1	78*	-11	-24	-9	-3	-78	1	250*
Cc1ccc(-c2cc(C)nc3nc(N)nn23)cc1	9	.	25	1	-1	-5	8	24
CC1=NN(c2ccc([N+](=O)[O-])cc2)C(=O)C1	9	.	-24	-1	-1	-2	.	9
Cc1cc2c(c(C)c1CCO)C(=O)[C@H](C)C2	29	1.2	.	1	0	-1	.	1
COc1ccc(N2CCN(S(=O)(=O)CCNC(=O)c3ccc4c(c3)OCO4)CC2)cc1	.	-1.6	4	0	8	-6	-2	2
COC(=O)c1cnc(Oc2ccc(NC(=O)NC(=O)c3c(F)cccc3F)cc2)cc1C(F)(F)F	7	.	-3	.	.	.	-14	-3
O=C(N/N=C/C1CCCCC1)c1ccccc1-n1cccc1	-14	-3.2	-1	-1	-1	-5	2	-1
O=C(CSc1nccn1Cc1ccc(F)cc1)Nc1ccc(F)cc1F	-17	-3.0	-54	1	-2	3	-1	-1
NCC[C@@H]1CC[C@@H](NC(=O)C2CCCCC2)[C@@H](CO)O1	1	-0.8	10	1	2	.	.	3
Cc1cccc(N2CCN(C(=O)c3cn4ccccc4n3)CC2C)c1 (stereo not given)	.	-0.9	-3	1	-3	-6	.	-1
CC1(C)CN(c2ccccc2)N(C(=O)c2ccc(F)cc2)C1=O	8	-0.6	8	-2	1	.	.	7
Cc1ccc(Cl)cc1N1CCN(S(=O)(=O)c2ccc3c(c2)oc(=O)n3C)CC1	18	.	.	-1	1	18	-4	35
COc1ccc(NC(=O)c2sc(-c3ccccc3)nc2C)c(OC)c1	3	-3.9	5	1	-1	-9	-11	-16
O=C(Nc1ccccc1)N1CCN(c2nc(-c3ccccc3)ns2)CC1	-10	-1.3	-9	.	.	.	-7	.
Cc1ccc(S(=O)(=O)N(C)C[C@H]2OCCCC[C@@H](C)Oc3ccc(NC(=O)Nc4ccc(F)cc4)cc3C(=O)N([C@H](C)CO)C[C@H]2C)cc1	-6	-8.2	-5	-4	2	-9[16.7 µM]	12	.
CC(C)NC(=O)c1ccc2c(=O)n(C3CCCC3)c(=S)[nH]c2c1	.	.	.	-5	-6	3	-8	.
O=C(NCCc1ccccc1)c1n[nH]c2ccccc12	0	2.1	-4	11	3	7	-7	-4
CCCCN1C(=O)c2ccc(C(=O)OCC(=O)NCCc3ccc(S(N)(=O)=O)cc3)cc2C1=O	11	-1.6	-5	-1	-2	-3	-3	3
